CHT block = inhibitors of human choline transporter CHT. B-score at 10 µM. CHT-expressing cells, membrane potential dye, choline response; stronger effect = lower value. 310,000 tested, 0.86% active. Q9GZV3;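 active = B-score over 3 SD under the library average, and starting fluorescence ratio not unusually high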;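 note: choline stimulus applied at its EC90 after an EC20 pre-addition; B-score computed on integrated fluorescence ratio after choline addition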
Target sequence (Q9GZV3 whole entry, looked up): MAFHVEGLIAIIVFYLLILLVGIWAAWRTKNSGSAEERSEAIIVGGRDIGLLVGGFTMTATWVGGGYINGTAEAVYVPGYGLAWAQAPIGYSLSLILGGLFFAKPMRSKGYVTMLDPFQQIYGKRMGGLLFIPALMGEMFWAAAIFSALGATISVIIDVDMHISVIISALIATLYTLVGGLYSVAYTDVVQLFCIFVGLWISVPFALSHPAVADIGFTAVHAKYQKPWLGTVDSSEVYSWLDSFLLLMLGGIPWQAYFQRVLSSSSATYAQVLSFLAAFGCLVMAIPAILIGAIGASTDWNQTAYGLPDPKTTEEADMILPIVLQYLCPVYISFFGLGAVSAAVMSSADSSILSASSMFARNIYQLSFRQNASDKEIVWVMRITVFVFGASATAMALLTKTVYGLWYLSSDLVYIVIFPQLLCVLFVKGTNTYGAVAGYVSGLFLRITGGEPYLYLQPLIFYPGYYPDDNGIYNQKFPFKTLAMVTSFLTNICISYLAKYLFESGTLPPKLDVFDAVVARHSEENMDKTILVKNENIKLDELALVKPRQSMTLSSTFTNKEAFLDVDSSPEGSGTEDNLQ
Kir21 inh = inhibitors of mouse Kir2.1 inward-rectifier potassium channel | 310,000 tested, 0.85% active | P35561 | B-score at 10 µM | AID 1672 | HEK293-Kir2.1, FluxOR thallium flux fluorescence; stronger effect = lower value;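 active = fluorescence ratio B-score at or below minus 3 SD of library scores, with starting-brightness B-score within 2 SD, cut at about -4.2 in these data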;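 note: channel flux triggered by added potassium and thallium sulfate stimulus; B-score of peak minus minimum fluorescence over baseline after thallium stimulus; more negative B-score means stronger Kir2.1 block with less thallium influx; some compounds called inactive have numbers as strong as hits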
Target sequence (P35561 whole entry, looked up): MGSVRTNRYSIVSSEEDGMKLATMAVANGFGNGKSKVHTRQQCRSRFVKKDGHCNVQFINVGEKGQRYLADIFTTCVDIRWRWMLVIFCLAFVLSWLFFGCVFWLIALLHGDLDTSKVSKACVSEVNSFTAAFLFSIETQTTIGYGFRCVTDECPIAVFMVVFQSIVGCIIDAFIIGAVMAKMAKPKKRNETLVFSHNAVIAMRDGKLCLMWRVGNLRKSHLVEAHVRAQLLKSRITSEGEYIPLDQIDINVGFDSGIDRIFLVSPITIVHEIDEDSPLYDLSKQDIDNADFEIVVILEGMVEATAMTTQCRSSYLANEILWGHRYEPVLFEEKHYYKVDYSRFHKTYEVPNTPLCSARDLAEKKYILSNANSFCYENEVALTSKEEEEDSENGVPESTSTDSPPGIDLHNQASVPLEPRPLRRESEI
* hit, by the source's call; i = inactive; / = no result given. Rows were taken by chance (roughly 1.6% active in at least one column).

item | structure | CHT block | Kir21 inh
1 | Nc1ccc(-c2cc(-c3ccc(N)cc3)nc(-c3ccccc3)n2)cc1 | i | 0.61
2 | CCOCc1cc(C)[nH]c(=O)c1C#N | i | 0.37
3 | O=C(NC(=S)NC(c1ccccc1)c1ccncc1)c1ccccc1 (stereo not given) | i | 0.2
4 | Cc1cc(C)c(S(=O)(=O)c2ccccc2C)c(Cl)n1 | i | 1.5
5 | CCOC(=O)c1c(NC(=O)CC)sc(C(=O)N2CCCCC2)c1C | i | -2.5
6 | COC(=O)C1=C(N)Oc2cc(C)n(Cc3cccnc3)c(=O)c2C1c1cc(OC)ccc1OC (stereo not given) | i | 0.43
7 | CCOC(=O)N1[C@@H]2C=C(C)[C@@H]2[C@@H]2[C@@H](C)C(=O)N21 | i | 0.2
8 | Cc1csc(NC(=O)c2ccc(Cl)cc2[N+](=O)[O-])n1 | i | -0.53
9 | [O-]c1c[n+](-c2ccc(-[n+]3cc([O-])on3)cc2)no1 | i | -1
10 | CCOC(=O)N1CCC(N2CCCC(C(=O)c3ccccc3OC)C2)CC1 (stereo not given) | i | -0.17
11 | O=C(NCc1ccco1)c1cccc(S(=O)(=O)N2CCOCC2)c1 | i | 0.09
12 | CSc1nc(Cl)c(Cc2ccc(OC(C)C)cc2)c(N(C)C)n1 | i | 0.01
13 | COC(C[C@@H]1O[C@@H]1[C@@H](O)COCc1ccccc1)OC | / | 0.48
14 | Cc1ccc(/C=C2\SC(=S)N(CCC(=O)NNC(=O)c3cccnc3)C2=O)cc1 | i | 1.9
15 | CC12CCCCC1c1ccccc1C(=NCC(=O)O)N2 (stereo not given) | i | -0.02
16 | Cc1cccc(NC(=O)CSc2nnc(CNC(=O)c3cccs3)o2)c1C | i | -1.7
17 | CCC1CCCCN1CCCNC(=O)CS(=O)(=O)Cc1nc(-c2cccc(OC)c2)oc1C (stereo not given) | i | -0.04
18 | CCCCc1nc2ccccc2c(N)c1CCC (tested in a mixture with another compound) | i | -8.3*
19 | COc1cccc(C(=O)Nc2c[nH]c(=O)[nH]c2=O)c1 | i | -1.8
20 | Cc1cc(NC(=O)CSc2ncnc3sc(C)c(C)c23)no1 | i | -0.88
21 | O=C(CSc1ccsc1[N+](=O)[O-])N1CCCCC1 | i | -1
22 | CCN(CC)C(=O)CSc1nnc(CCCCCNC(=O)OC(C)(C)C)o1 | i | 0.69
23 | Cc1cc(C(=O)Nc2c(C)n(C)n(-c3ccccc3)c2=O)c2ccccc2n1 | i | -0.39
24 | Cc1ccc2sc(N(CCN(C)C)C(=O)/C=C/c3cccs3)nc2c1C | i | 0.22
25 | Cc1csc(NC(=O)C2CCN(S(=O)(=O)c3cccs3)CC2)n1 | i | -0.1

Structures listed so far marked active in Kir21 inh.
item | structure | CHT block | Kir21 inh
18 | CCCCc1nc2ccccc2c(N)c1CCC (tested in a mixture with another compound) | i | -8.3*

Along the list, from the results shown.
Compounds 8 to 15 in Kir21 inh read -0.53, -1, -0.17, 0.09, 0.01, 0.48, 1.9, -0.02
Compounds 8 to 15 in CHT block read i, i, i, i, i, /, i, i

(listing goes on)
item | structure | CHT block | Kir21 inh
26 | CCOc1cc(/C=C2/C(=O)ON=C2C)cc(Br)c1O | -9.6* | -1.9
27 | Cc1nc2nc3c(c(=O)n2[nH]1)CCCC3 | i | -1.3
28 | O=C1OCc2ccc(NC(=O)c3sccc3Cl)cc21 | i | 0.55
29 | CCOc1ccccc1NC(=S)N1CCN(c2nc(-c3ccc(F)cc3)cs2)CC1 | i | 0.76
30 | O=C(C1CC1)N(Cc1nc2ccccc2c(=O)[nH]1)Cc1cccs1 | i | -0.62
31 | O=[N+]([O-])c1ccc(Sc2cc[n+]([O-])c3ccccc23)c([N+](=O)[O-])c1 | i | -0.34
32 | CCn1c(NCc2ccccn2)nc2c1c(=O)n(C)c(=O)n2C | i | -1
33 | Cc1c(CCC(=O)N[C@@H](CC(C)C)C(=O)O)c(=O)oc2c(C)c3oc4c(c3cc12)CCCC4 | i | 0.24
34 | Fc1ccc(-n2cnnn2)c(F)c1 | i | 0.34
35 | CNC(=O)CSc1nc2ccccc2c(=O)n1-c1cc(OC)ccc1OC | i | -0.47
36 | O=C1/C(=C/c2ccccn2)SC(=S)N1c1ccc(O)cc1 | i | 0.07
37 | O=C(Cc1ccccc1)NNC(=O)C1CCCC1 | i | -0.25
38 | O=C(Cc1cccs1)NCc1ccc(Cl)cc1Cl | i | 1
39 | COc1ccc(C(=O)N2CCN(c3nc(C4CC4)nc4sc(C)c(C)c34)CC2)cc1 | i | 0.74
40 | O=c1[nH]sc2ccccc12 | / | -3.1
41 | O=S(CC1CC1(Cl)Cl)CC1CC1(Cl)Cl (stereo not given) | i | 2.3
42 | O=C(Nn1cnnc1)c1cc2cc(Br)ccc2oc1=O | i | 0.13
43 | CC1CCCC(C)N1CCCNC(=O)Cn1ncc2c3ccccc3n(C)c2c1=O (stereo not given) | i | 1.2
44 | N#Cc1c(-c2ccccc2)nc(-c2cccnc2)[nH]c1=O | i | -0.05
45 | CCOc1ccccc1CNC(=O)CN1C(=O)CSc2ccc(S(=O)(=O)N3CCOCC3)cc21 | i | -0.88
46 | Cc1nc([N+](=O)[O-])c(C(=O)OCc2ccccc2Br)n1C | i | 0.44
47 | O=C(NC(=S)N(Cc1ccccc1)Cc1ccccc1)c1ccccc1F | i | -0.3
48 | CC(C)CC(=O)Nc1ccc(F)c(Cl)c1 | i | -1.1
49 | COCc1ccc(CN2CCCC(C(=O)Nc3ccccc3-c3ccc(OC)cc3)C2)o1 (stereo not given) | i | -0.47
50 | CCCn1c(SCC(=O)NCc2ccc(C)cc2)n[nH]c1=O | i | 1
51 | CN(C)c1ccc(/C=N/Nc2cccc(C(=O)O)c2)cc1 | i | -0.02
52 | Cc1ccc(-c2nnn(CC(=O)N(Cc3ccccc3)C(C(=O)NC(C)(C)C)c3ccncc3)n2)o1 (stereo not given) | i | 0.05
53 | COCC1CCCN(Cc2nc(-c3ccc4c(c3)OCO4)no2)C1 (stereo not given) | i | -0.23
54 | COc1ccc(CCn2c(=N)c(C(=O)NCCN3CCOCC3)cc3c(=O)n4cccc(C)c4nc32)cc1OC | i | 0.83
55 | COCc1nnc(NC(=O)c2cc(Cl)ccc2OC)s1 | i | 0.07
56 | CC(C)(C)C(=O)N(Cc1ccccc1)c1ccccn1 | i | 0.28
57 | Cc1cc(C)cc(N(CC(=O)NC2CC3CCC2C3)S(C)(=O)=O)c1 (stereo not given) | i | -1.2
58 | C/C(CCS(=O)(=O)c1ccccc1)=N/O | i | -0.05
59 | CCOC(=O)c1[nH]c2ccc(OC)cc2c1NC(=O)CCN1CCN(Cc2ccccc2)CC1 | i | -2
60 | CCc1ccc2nc(NC(=O)CCCc3cccs3)sc2c1 | i | 1.4
61 | CC(=O)Nc1ccc(NC(=O)C(C)OC(=O)C2CCN(S(=O)(=O)c3ccc4c(c3)OCCO4)CC2)cc1 (stereo not given) | i | 0.86
62 | O=S1(=O)CC(O)C(N2CCC(c3ccccc3)CC2)C1 (stereo not given) | i | -0.58
63 | O=C(CSc1nc2c(cnn2-c2ccc(F)cc2)c(=O)[nH]1)Nc1nccs1 | i | -0.21
64 | O=C(Nc1cccc(F)c1)Nc1cccc(Cl)c1 | i | -0.02
65 | COc1ccc(OC(=O)Nc2ccccc2)cc1 | i | 0.31
66 | COc1ccc2ccccc2c1/C=N/NC(=O)c1ccc(C)nc1 | i | -1.1
67 | COc1ccc(-c2noc(N3CCC(C(=O)Nc4cccc(OC)c4)CC3)n2)cc1 | i | 0.52
68 | COc1cccc(-c2nn(C)c3sc(C(=O)Nc4ccc5c(c4)OCCO5)cc23)c1 | i | 0.63
69 | O=C(Cn1nnc(-c2ccccc2)n1)NCc1cccs1 | i | -0.01
70 | Fc1ccc(-c2nnc3ccc(N4CCc5ccccc5C4)nn23)cc1 | i | -0.79
71 | O=C(Nc1ncc(Cc2ccccc2Cl)s1)c1ccc([N+](=O)[O-])cc1 | i | 0.15
72 | O=C(Cc1c[nH]c2ccccc12)N/N=C/c1ccccc1O | i | 1.1
73 | CCN(CC)CCNC(=O)c1ccc(NC(=O)Cc2cccc3ccccc23)cc1 | i | -0.43
74 | CCn1c(=O)n(CC)c2cc(NC(=O)C(C)c3ccccc3)c(Br)cc21 (stereo not given) | i | 0.3
75 | CN(CC(=O)Nc1ccc(Cl)c(C(F)(F)F)c1)C(=O)c1ccc(N2CCOCC2)c([N+](=O)[O-])c1 | i | 0.1

Continuation:
item | structure | CHT block | Kir21 inh
76 | COc1ccc(CCN2C(=O)C(O)=C(C(=O)c3ccco3)C2c2cccs2)cc1OC (stereo not given) | i | -1.8
77 | O=C(NCCCN1CCCC1=O)c1cncc(Br)c1 | i | -0.26
78 | COC(=O)c1sc(NC(=O)/C=C/c2ccc(C)o2)nc1C | i | 0.64
79 | CCCC(=O)NC(=S)Nc1ccc(NC(=O)C(C)C)c(OC)c1 | i | 1.1
80 | COc1cc(C(=O)NNC(=S)NCc2ccco2)cc(OC)c1OC | i | 0.81
81 | O=C(OCC(=O)c1ccc(Cl)s1)c1ccc(CO)cc1 | i | 1.3
82 | c1ccc(-c2nc(-n3nc4ccccc4n3)nc3ccccc23)cc1 | i | 1.3
83 | Cc1ccc(NC(=O)c2ccc(CNS(=O)(=O)c3cccc(C(F)(F)F)c3)cc2)cc1 | i | 1.5
84 | Cc1nc(C(=O)N2CCOCC2)sc1C1(C)CC(c2ccccc2)=NO1 (stereo not given) | i | 1.5
85 | Cc1sc(NC(=O)c2ccccc2)c(C(=O)NCCN(C)C)c1C | i | -0.97
86 | N#CC1=C(N)Oc2cc3c(cc2C1c1ccc(Cl)cc1)OCO3 (stereo not given) | i | -1.4
87 | CN(C)CCNC(=O)C(=O)c1c(-c2ccccc2)cc2ccccn12 | i | 0
88 | COc1cccc(/C=N\Nc2nncc(-c3ccccc3)n2)c1 | i | /
89 | Cc1ccc2nc3c(cc2c1)c(NC(=O)c1ccccn1)nn3CC(C)C | i | 0.03
90 | O=C(COc1cccc(C(F)(F)F)c1)NCCCN1CCCC1=O | i | 1.7
91 | COc1ccccc1Nc1nc(C)c(C(=O)Nc2ccccc2)s1 | i | -0.95
92 | CCOC(=O)C(CC)n1cnc2sc3c(c2c1=O)CCC3 (stereo not given) | i | -0.73
93 | CN(C)c1ccc(/C=N/NC(=O)c2ccnn2C)cc1 | i | 0.97
94 | O=C1NC(=S)N/C1=C/c1ccc2c(c1)OCO2 | i | -0.39
95 | O=S(=O)(NCc1ccco1)c1cccc(S(=O)(=O)N2CCOCC2)c1 | i | -0.12
96 | CCCNS(=O)(=O)c1cc2c3c(c1)CCN3C(=O)CC2 | i | -0.14
97 | CC(C)NC(=O)NC(=O)COc1cccc2c1OC(C)(C)C2 | i | -0.91
98 | COc1ccc(/C=C/C(=O)N(CC(C)C)C2CCS(=O)(=O)C2)cc1 (stereo not given) | i | -1.6
99 | O=C(NNC(=O)c1ccc2ncccc2c1)c1ccc(Cl)cc1 | i | -1.1
100 | O=c1c2ccccc2sn1-c1nccs1 | / | 0.52
101 | Cc1ccc(N=Cc2nc(-c3ccc(C)cc3)oc2O)cc1 | / | 0.92
102 | CCn1c(NCCCO)nc2c(c1=O)C(C)(CC)Cc1ccccc1-2 (stereo not given) | i | -0.16
103 | O=C(c1cc(-c2ccccc2)nn1CC1CC(c2cccnc2)=NO1)N1CCOCC1 (stereo not given) | i | 0.14
104 | CC1CN(C2CCCCC2)c2nc3c(c(=O)n(C)c(=O)n3C)n2C1 (stereo not given) | i | 0.77
105 | CCOC(=O)C1(Cc2ccccc2C(F)(F)F)CCN(CCCn2cccn2)CC1 | i | -1.7
106 | O=S1(=O)CCN2C(=N1)Sc1c2ccc2c1CCCC2 | i | -0.05
107 | COc1ccc(N(C(=O)CNC(=O)c2ccco2)C(C(=O)NC2CCCC2)c2ccc(C)o2)cc1 (stereo not given) | i | 1
108 | O=C1CC(Cc2ccccc2)C(=O)N1CCc1ccc2c(c1)OCO2 (stereo not given) | i | -0.08
109 | CC1(C)Cc2noc(N)c2C(C)(C)N1OC(=O)c1ccco1 | i | /
110 | O=C(N/N=C/c1cc([N+](=O)[O-])cc(Br)c1O)C12CC3CCC(CC(C3)C1)C2 | i | 0.82
111 | COc1cc(OC)cc(C(=O)N[C@H](C(=O)Nc2ccc3c(c2)OCO3)C(C)C)c1 | i | 0.34
112 | O=C(Oc1ccc(Br)cc1C(=S)N1CCCC1)c1ccccc1F | i | -0.49
113 | COc1ccc(C(=O)O)cc1NC(=S)NC(=O)Cc1ccc(Cl)cc1 | i | 0.1
114 | COc1ccccc1N1CCN(C(=O)C(=O)c2cn(CC(=O)N3CCCCCC3)c3ccccc23)CC1 | i | -0.72
115 | C=CCN(CC=C)C(=O)COC(=O)c1ccc(Sc2ncn[nH]2)c([N+](=O)[O-])c1 | i | 2.9
116 | COc1cccc(C(=O)Nc2ccccc2F)c1 | i | 1.2
117 | CCCCNC(=S)N1CCN(C(c2ccccc2)c2ccccc2)CC1 | i | -1.1
118 | Cc1ccc2nc(NC(=O)CN3CCOCC3)sc2c1 | i | -0.05
119 | O=C(c1cccc([N+](=O)[O-])c1)c1ccc2c(c1)C(=O)N(c1c[nH]c(=O)[nH]c1=O)C2=O | i | 1.6
120 | CCN1CCN(C(=O)C2=CC(c3ccc(OC)cc3)=NS(=O)(=O)N2C)CC1 | i | -1.2
121 | COc1cc(C(=O)NC(C)CCn2cccn2)ccc1OC1CCN(C(C)=O)CC1 (stereo not given) | i | 0.42

Of the compounds above, these have a tert-butyl group:
item | structure | CHT block | Kir21 inh
22 | CCN(CC)C(=O)CSc1nnc(CCCCCNC(=O)OC(C)(C)C)o1 | i | 0.69
52 | Cc1ccc(-c2nnn(CC(=O)N(Cc3ccccc3)C(C(=O)NC(C)(C)C)c3ccncc3)n2)o1 (stereo not given) | i | 0.05
56 | CC(C)(C)C(=O)N(Cc1ccccc1)c1ccccn1 | i | 0.28
